High-throughput results as filed in PubChem.
LGR2 inh: Drosophila LGR2 receptor signaling inhibition; inhibition, % at 9.99 µM; HEK293 LGR2, CRE-luciferase, bursicon-stimulated, 4 h; 0.35% of 380,000 active;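 active = drop in luminescence signal, shown as inhibition above about 50% in the replicate tests, limit read from the data, passing the limit was not always enough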;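 note: agonist challenge used bursicon conditioned medium at about half maximal strength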
C2C12 statin: protects C2C12 myotubes from simvastatin toxicity | ATP luminescence, 48 h; scaled: DMSO 0, geranylgeraniol control 100 | rescue of ATP level, % at 7.49 µM | 0.78% of 330,000 active;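 active = mean ATP rescue above about 67%, or every replicate alone reaching that limit, limit read from the data, passing the limit was not always enough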;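 note: myotubes were challenged with 10 µM simvastatin during compound exposure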
ERAP1 inh: ERAP1 (human) enzyme inhibition; 0.15% of 340,000 active; inhibition, % at 10.7 µM; AID 652197; Q9NZ08; recombinant ERAP1, Leu-AMC fluorescence, 60 min;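 active = mean replicate inhibition of at least 30%, or all replicates individually reaching that 30% level; inactive = mean below 30% and not every replicate reaching it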;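 note: 0% = neutral control wells and 100% = L-leucinethiol positive control wells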
Target sequence (Q9NZ08 whole entry, looked up): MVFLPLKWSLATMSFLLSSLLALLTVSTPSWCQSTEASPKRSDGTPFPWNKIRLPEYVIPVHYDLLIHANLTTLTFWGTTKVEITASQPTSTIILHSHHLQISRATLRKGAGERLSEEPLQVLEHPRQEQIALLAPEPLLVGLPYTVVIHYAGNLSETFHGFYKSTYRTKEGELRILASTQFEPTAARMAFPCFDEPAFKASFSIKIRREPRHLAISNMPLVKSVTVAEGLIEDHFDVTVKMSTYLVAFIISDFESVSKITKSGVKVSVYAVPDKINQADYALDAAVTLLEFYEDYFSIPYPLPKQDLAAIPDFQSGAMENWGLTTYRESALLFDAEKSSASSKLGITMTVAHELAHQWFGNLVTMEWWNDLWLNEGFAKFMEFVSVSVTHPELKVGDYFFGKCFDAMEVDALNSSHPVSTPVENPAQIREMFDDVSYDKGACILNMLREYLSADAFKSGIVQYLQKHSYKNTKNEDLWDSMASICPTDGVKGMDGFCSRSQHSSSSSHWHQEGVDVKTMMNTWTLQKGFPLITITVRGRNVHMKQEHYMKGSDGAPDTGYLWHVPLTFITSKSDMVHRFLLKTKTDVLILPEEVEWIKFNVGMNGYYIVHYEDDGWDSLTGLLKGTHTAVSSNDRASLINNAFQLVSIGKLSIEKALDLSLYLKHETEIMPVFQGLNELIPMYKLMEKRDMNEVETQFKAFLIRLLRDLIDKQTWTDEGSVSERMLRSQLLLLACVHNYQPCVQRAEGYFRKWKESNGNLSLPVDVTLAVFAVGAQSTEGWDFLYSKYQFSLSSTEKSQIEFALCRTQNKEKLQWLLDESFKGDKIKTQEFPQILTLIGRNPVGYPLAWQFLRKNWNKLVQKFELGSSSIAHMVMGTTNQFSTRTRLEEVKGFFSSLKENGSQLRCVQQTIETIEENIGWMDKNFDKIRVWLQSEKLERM
Cneo AK release: Cryptococcus neoformans lysis via adenylate kinase release; C. neoformans lysis, adenylate kinase release luminescence, 4 h; normalised: neutral wells 0, clomiphene wells 100; lysis activity, % at 15 µM; 0.2% of 360,000 active;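 active = mean lysis activity across replicates of at least 80%, whatever share of replicates individually reach that level; inactive = mean lysis activity below 80%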
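Signal: Adenylate kinase release luminescence | Assay system: Log-phase Cryptococcus neoformans yeast cells | Input: Cells at 5 × 10^6 per mL | Buffer or medium: Fresh YPD growth medium | Compound: Single dose | Schedule: Static 4 h at 37 °C with compound, 1 h detection | Controls: Clomiphene | Read-out: Luminescence rise reflecting yeast cell lysis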
PGC1a acetyl inh: PGC1a acetylation modulation, inhibitor mode; U2OS PGC1a acetylation, AlphaScreen anti-acetyl-lysine; with virally co-expressed GCN5 acetyltransferase; inhibition, % at 15.6 µM; 0.17% of 350,000 active; AID 651687;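 active = every replicate shows inhibition of at least 40%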;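 note: 0% = neutral control wells and 100% = positive control wells; some results beyond the cut were filed as inactive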
SIRT5 block: sirtuin-5 (human) deacylase inhibition. Q9NXA8. Purified SirT5, succinyl-peptide AMC, trypsin-coupled fluorescence. inhibition, % at 15 µM. 1.1% of 330,000 active; in the data active = inhibition above about 15%
S100A4 MyoIIA: S100A4-myosin IIA interaction inhibition; 0.14% of 360,000 active; inhibition, % at 10.7 µM; S100A4/TAMRA-MyoIIA peptide fluorescence polarization; AID 652163; P26447;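 active = mean inhibition of at least 70% across replicates, with every replicate also reaching that level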
Target sequence (P26447 whole entry, looked up): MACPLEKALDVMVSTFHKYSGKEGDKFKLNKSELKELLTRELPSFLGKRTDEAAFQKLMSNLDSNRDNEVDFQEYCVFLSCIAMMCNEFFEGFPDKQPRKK
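Material: S100A4 monomer protein / Buffer or medium: 50 mM HEPES pH 7.2, 10 mM CaCl2, 100 mM KCl / Times: 5 min incubation before reading / Benchmarks: neutral control DMSO, positive control TFP / Reagent: labelled myosin peptide probe, 5 nM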
XiGFP reactiv: X-chromosome reactivation activator. AID 743238. 0.055% of 360,000 active. activation, % at 7.58 µM. XiGFP mouse fibroblasts, % GFP-positive cells imaging, 3 d; cells co-treated with 5-aza-dC sensitizer; scaled so ellipticine positive control = 100%;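 active = mean normalized replicate activation at least 10% and every replicate at or above 10%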;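 note: 0% = median of on-plate neutral control wells and 100% = ellipticine 6 µM median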
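System: XiGFP fibroblasts, SV40-immortalized. Medium: DMEM plus 5-aza-dC sensitizer. Doses: single point. Timing: 3 d treatment, 15 min room-temperature fixation. Control set: ellipticine 6 µM.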
* marks the source's active call; other numbers are inactive results.

For Cc1ccc(C)c(NC(=O)N2CCc3ccccc3C2)c1 the results were LGR2 inh -33, C2C12 statin 6, ERAP1 inh -2, Cneo AK release -2, SIRT5 block 3, S100A4 MyoIIA -5 and XiGFP reactiv 0.0.
Screening COc1cccc(S(=O)(=O)N(C)C[C@@H]2OCc3ccccc3-c3c(n(C)c4ccccc34)C(=O)N([C@H](C)CO)C[C@@H]2C)c1 returned LGR2 inh 6, C2C12 statin 17, ERAP1 inh -3, Cneo AK release -3, PGC1a acetyl inh -2, SIRT5 block 10, S100A4 MyoIIA -24 and XiGFP reactiv 0.1.
`O=CNCc1nc2ccccc2n1CCCc1ccccc1` gave LGR2 inh 2, C2C12 statin -2, ERAP1 inh 2, Cneo AK release 2, PGC1a acetyl inh -8, SIRT5 block -1, S100A4 MyoIIA -4 and XiGFP reactiv 0.0.
For O=C(c1ccccc1)N1CCC(c2nc3c(nnn3Cc3ccccc3Cl)c(=O)[nH]2)CC1 the results were LGR2 inh 4, C2C12 statin 9, ERAP1 inh 0, PGC1a acetyl inh 5, SIRT5 block 6 and S100A4 MyoIIA 3.
For CO[C@H]1CN(C)C(=O)c2ccc(NC(=O)NC(C)C)cc2OC[C@@H](C)N(Cc2ccc(-c3ccccn3)cc2)C[C@@H]1C the results were LGR2 inh -2, C2C12 statin 9, ERAP1 inh 1, Cneo AK release 61, PGC1a acetyl inh 4, S100A4 MyoIIA 2 and XiGFP reactiv -0.1.
`CCC(C(=O)NC1CCCC1)n1c(SCc2cccc(C)c2)nc2ccncc21` (stereo unspecified) gave LGR2 inh 5, C2C12 statin 8, ERAP1 inh 4, Cneo AK release 1, PGC1a acetyl inh -9, SIRT5 block -2, S100A4 MyoIIA 3 and XiGFP reactiv -0.1.
`C[C@@H]1CCCCO[C@H](CN(C)S(=O)(=O)c2ccccc2)[C@H](C)CN([C@H](C)CO)C(=O)c2cc(NS(=O)(=O)c3ccccc3)ccc2O1` gave LGR2 inh 13, ERAP1 inh -1, Cneo AK release 0, PGC1a acetyl inh -12, SIRT5 block 10, S100A4 MyoIIA -6 and XiGFP reactiv 0.1.
`COC(=O)C[C@H]1C[C@H]2c3cc(N(C)C)ccc3O[C@H]2[C@H](CO)O1` gave LGR2 inh -6, C2C12 statin 0, ERAP1 inh 1, Cneo AK release -2, PGC1a acetyl inh 15, SIRT5 block 2, S100A4 MyoIIA 7 and XiGFP reactiv -0.1.
Screening CCN(c1ccccc1)S(=O)(=O)c1nnc(NC(=O)c2ccco2)s1 returned LGR2 inh 7, C2C12 statin 4, ERAP1 inh 1, Cneo AK release 1, PGC1a acetyl inh 0, SIRT5 block -1, S100A4 MyoIIA -2 and XiGFP reactiv 0.1.
Screening C=CCCC(=O)Nc1nc(C)c(-c2csc(Nc3cc(Cl)ccc3OC)n2)s1 returned LGR2 inh -7, C2C12 statin -20, ERAP1 inh 2, Cneo AK release -3, PGC1a acetyl inh 0, S100A4 MyoIIA -4 and XiGFP reactiv -0.1.
COc1ccccc1C#Cc1cnc2c(c1)C(=O)N([C@@H](C)CO)C[C@@H](C)[C@H](CN(C)C(=O)CN(C)C)O2 was read as LGR2 inh 2, C2C12 statin -5, ERAP1 inh 1, Cneo AK release -1, PGC1a acetyl inh -1, SIRT5 block 2, S100A4 MyoIIA -9 and XiGFP reactiv -1.2.
For O=C(CSc1n[nH]c(=O)n1C1CC1)Nc1ccc(OC(F)(F)F)cc1 the results were LGR2 inh 23, C2C12 statin -6, ERAP1 inh -2, Cneo AK release -3, PGC1a acetyl inh 0, SIRT5 block 4, S100A4 MyoIIA -2 and XiGFP reactiv 0.1.
For Cc1c(C#N)sc2nc(-c3ccccc3)nc(N3CCCC3)c12 the results were LGR2 inh -11, C2C12 statin 5, Cneo AK release 49 and PGC1a acetyl inh 2.
`Cc1cc(C)n(-c2nc3ccccc3nc2N2CCCC2)n1` gave LGR2 inh -7, C2C12 statin -13, ERAP1 inh 7, PGC1a acetyl inh 14, SIRT5 block 3 and S100A4 MyoIIA 9.
CCCNC(=O)c1cccc(COCC(F)(F)C(F)F)c1 was read as LGR2 inh 8, C2C12 statin -6, ERAP1 inh -2, Cneo AK release 0, PGC1a acetyl inh 10, SIRT5 block -4 and S100A4 MyoIIA 0.
COCCNc1nc(-c2ccccc2)nc2c1oc1ccccc12 was read as LGR2 inh -12, SIRT5 block -3, S100A4 MyoIIA 5 and XiGFP reactiv -0.1.
CCCC(C(=O)NC1CCCC1)N(C(=O)Cn1nnc(-c2ccc(C)o2)n1)c1ccccc1F (stereo unspecified) was read as LGR2 inh 1, C2C12 statin 10, ERAP1 inh 2, Cneo AK release -2, PGC1a acetyl inh -12, SIRT5 block -3, S100A4 MyoIIA -2 and XiGFP reactiv 0.2.
COc1ccc(N2CCN(C(=O)c3sc4ncn(CC(=O)N5CCCCC5C)c(=O)c4c3C)CC2)cc1 (stereo unspecified) was read as LGR2 inh -6, C2C12 statin -7, ERAP1 inh 1, Cneo AK release -4, PGC1a acetyl inh -17, SIRT5 block 1, S100A4 MyoIIA -4 and XiGFP reactiv 0.0.
Cc1ccc(C2=NS(=O)(=O)N(C)C(C(=O)NCc3ccc4c(c3)OCO4)=C2)cc1 was read as LGR2 inh -14, C2C12 statin -4, ERAP1 inh -2, Cneo AK release 0, SIRT5 block -1, S100A4 MyoIIA 3 and XiGFP reactiv 0.1.
`C[C@@H]1CN([C@H](C)CO)C(=O)c2cccc(NC(=O)NC3CCCCC3)c2O[C@@H]1CN(C)Cc1ccc(C(=O)Nc2ccccc2N)cc1` gave LGR2 inh -10, C2C12 statin -26, ERAP1 inh -3, Cneo AK release 0, PGC1a acetyl inh -7, SIRT5 block -4, S100A4 MyoIIA 7 and XiGFP reactiv 1.0.

Ordered by length of the SMILES (falling): some entries from above.
For O=C(c1ccccc1)N1CCC(c2nc3c(nnn3Cc3ccccc3Cl)c(=O)[nH]2)CC1 the results were LGR2 inh 4, C2C12 statin 9, ERAP1 inh 0, PGC1a acetyl inh 5, SIRT5 block 6 and S100A4 MyoIIA 3.
For O=C(CSc1n[nH]c(=O)n1C1CC1)Nc1ccc(OC(F)(F)F)cc1 the results were LGR2 inh 23, C2C12 statin -6, ERAP1 inh -2, Cneo AK release -3, PGC1a acetyl inh 0, SIRT5 block 4, S100A4 MyoIIA -2 and XiGFP reactiv 0.1.
Screening CCN(c1ccccc1)S(=O)(=O)c1nnc(NC(=O)c2ccco2)s1 returned LGR2 inh 7, C2C12 statin 4, ERAP1 inh 1, Cneo AK release 1, PGC1a acetyl inh 0, SIRT5 block -1, S100A4 MyoIIA -2 and XiGFP reactiv 0.1.
For Cc1c(C#N)sc2nc(-c3ccccc3)nc(N3CCCC3)c12 the results were LGR2 inh -11, C2C12 statin 5, Cneo AK release 49 and PGC1a acetyl inh 2.

Later entries.
c1ccc(-c2csc3ncnc(NCC4COc5ccccc5O4)c23)cc1 (stereo unspecified) was read as LGR2 inh 16, ERAP1 inh 9, SIRT5 block 0, S100A4 MyoIIA -5 and XiGFP reactiv 0.1.
For O=C(CSc1nnc(NC2CC2)s1)c1ccc[nH]1 the results were LGR2 inh -26, ERAP1 inh 1, S100A4 MyoIIA -1 and XiGFP reactiv 0.5.
For Cc1noc(C)c1S(=O)(=O)Nc1cccc2c1O[C@@H](CN(C)C(=O)NC(C)C)[C@@H](C)CN([C@@H](C)CO)C2=O the results were LGR2 inh -4, ERAP1 inh 2, Cneo AK release 3, PGC1a acetyl inh 5, SIRT5 block 0, S100A4 MyoIIA 0 and XiGFP reactiv 0.0.
For CCOc1ccccc1NC(=O)Cc1coc2ccc(C)cc12 the results were LGR2 inh 9, ERAP1 inh -1, SIRT5 block 1, S100A4 MyoIIA -5 and XiGFP reactiv -0.1.
For CNS(=O)(=O)c1ccc(NC(=O)c2ccccn2)cc1 the results were ERAP1 inh -9, SIRT5 block -4, S100A4 MyoIIA -7 and XiGFP reactiv 0.3.
COc1cc(C(=C(CC(=O)O)C(=O)O)c2ccc3c(c2)OCO3)cc(OC)c1OC was read as LGR2 inh 4, ERAP1 inh 3, SIRT5 block -4, S100A4 MyoIIA 1 and XiGFP reactiv 0.1.
For O=C(c1ccc2c(c1)OCO2)N1CCCCN2[C@@H](CO)[C@H](c3ccc(-c4ccccc4)cc3)[C@@H]2C1 the results were LGR2 inh -14, ERAP1 inh 3, Cneo AK release 3, PGC1a acetyl inh 3, SIRT5 block 4, S100A4 MyoIIA 3 and XiGFP reactiv 0.0.
For Cc1ccc(/C=N/c2sc(Cc3ccccc3)c(C)c2C(N)=O)o1 the results were LGR2 inh -2, C2C12 statin -23, ERAP1 inh 9, Cneo AK release -2, PGC1a acetyl inh -4, SIRT5 block -4, S100A4 MyoIIA -11 and XiGFP reactiv 1.0.
O=C(CCCOc1ccc(Br)cc1)Nc1nnc(C2CC2)s1 was read as LGR2 inh -2, C2C12 statin 2, ERAP1 inh -1, Cneo AK release 0, PGC1a acetyl inh 5, SIRT5 block 1, S100A4 MyoIIA -8 and XiGFP reactiv 0.0.
For CN1CCN(C(=O)C[C@H]2C[C@@H]3c4cc(NC(=O)c5ccc6c(c5)OCO6)ccc4O[C@@H]3[C@@H](CO)O2)CC1 the results were LGR2 inh -5, C2C12 statin 2, ERAP1 inh -2, Cneo AK release -2, PGC1a acetyl inh 2, SIRT5 block -1, S100A4 MyoIIA -20 and XiGFP reactiv 0.2.
Screening O=C(COC(=O)c1ccc(F)cc1F)Nc1cc(S(=O)(=O)N2CCOCC2)ccc1Cl returned LGR2 inh -11, ERAP1 inh -6, SIRT5 block 11, S100A4 MyoIIA -4 and XiGFP reactiv 0.1.
For Cc1ccc(S(=O)(=O)N2CCC(=O)N(CCOCc3ccccc3)CC2)cc1 the results were LGR2 inh -16, C2C12 statin -1, Cneo AK release 0, PGC1a acetyl inh -5, S100A4 MyoIIA -5 and XiGFP reactiv 0.0.
NC(=O)[C@H]1CC2(CC(c3cccc(NC(=O)COc4ccc(Cl)cc4)c3)=NO2)CN1C(=O)CC(c1ccccc1)c1ccccc1 (stereo partly specified) was read as LGR2 inh 5, C2C12 statin 3, ERAP1 inh 2, Cneo AK release -3, PGC1a acetyl inh -6, SIRT5 block 0, S100A4 MyoIIA 1 and XiGFP reactiv 0.0.
For O=C(CC1SC(=Nc2ccccc2)N(CCc2c[nH]c3ccccc23)C1=O)Nc1ccccc1F (stereo unspecified) the results were LGR2 inh 0, ERAP1 inh 3, S100A4 MyoIIA 2 and XiGFP reactiv 0.0.
`O=C(COc1ccccc1Br)c1ccc2c(c1)OCO2` gave LGR2 inh -22, C2C12 statin 14, ERAP1 inh -1, Cneo AK release -7, SIRT5 block -2, S100A4 MyoIIA 3 and XiGFP reactiv -0.2.
`C=CC[C@@H](CC(=O)N(CCO)Cc1ccccc1)C(=O)N[C@@H](C)COC(=O)[C@@H](CC=C)CC(=O)OC(C)(C)C` gave LGR2 inh 39, C2C12 statin -5, ERAP1 inh -1, Cneo AK release 6, S100A4 MyoIIA 2 and XiGFP reactiv 0.0.
Screening C[C@H](CO)N1C[C@H](C)[C@H](CN(C)C(=O)C2CCOCC2)Oc2ncc(C#CC(C)(C)O)cc2C1=O returned LGR2 inh -13, C2C12 statin 8, ERAP1 inh -3, Cneo AK release -1, PGC1a acetyl inh -3, SIRT5 block -1, S100A4 MyoIIA 5 and XiGFP reactiv 0.7.

Some of the compounds tested, so the mix of outcomes need not match the whole.
